NF-kB expr up = compounds increasing NF-kB expression in human neuronal cells; NF-kB reporter expression; active compounds read high; fold change at 12.5 µM; 190,000 compounds, 1.6% hits; AID 1239; in the data active = fold change above about 3.3
FLuc act counter = affects firefly luciferase, flagging false hits in luciferase stimulation screens; ATPlite luciferase biochemical, luminescence, 10 min; 0 = ATP-free wells, 1 = DMSO control; AID 1027; 200,000 tested, under 10 active; activation factor at 10 µM;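 active = luciferase activation factor, scaled between plate controls, of at least 2 with compound at 10 µM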
Target sequence (P08659 whole entry, looked up): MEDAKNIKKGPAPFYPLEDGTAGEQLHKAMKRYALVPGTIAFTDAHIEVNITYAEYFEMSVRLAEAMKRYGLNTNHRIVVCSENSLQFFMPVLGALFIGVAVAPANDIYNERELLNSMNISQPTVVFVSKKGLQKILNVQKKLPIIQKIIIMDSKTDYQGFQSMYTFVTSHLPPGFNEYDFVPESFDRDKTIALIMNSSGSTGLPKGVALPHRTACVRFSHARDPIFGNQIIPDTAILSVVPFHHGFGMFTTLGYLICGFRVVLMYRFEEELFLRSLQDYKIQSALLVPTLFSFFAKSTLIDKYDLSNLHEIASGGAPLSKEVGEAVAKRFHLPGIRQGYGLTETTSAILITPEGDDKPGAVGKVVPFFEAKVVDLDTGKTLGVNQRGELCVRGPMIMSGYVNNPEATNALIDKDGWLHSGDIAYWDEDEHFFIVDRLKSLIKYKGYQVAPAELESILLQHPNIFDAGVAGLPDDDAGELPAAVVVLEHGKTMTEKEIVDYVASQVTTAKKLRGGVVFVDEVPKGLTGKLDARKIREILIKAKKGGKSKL
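Assay system – cell-free luciferase reagent · Medium – PBS-based ATP solution · Dosing – test compounds dosed from 2 mM stocks in 100% DMSO · Timing – 10 min, room temperature · Technique – light output (luminescence) · Measure – luminescence gain marking luciferase activators · Controls – No-ATP low control, compound-free enzyme-plus-ATP high control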
STAT3 act = increases IL-6 driven STAT3 reporter signal; 190,000 compounds, 0.91% hits; U3A cells, IL-6 STAT3-luciferase reporter, luminescence; 100% = signal with IL-6 EC80 alone; activation (% of control), % at 5.6 µM; AID 871;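 active = activation above the screen-wide mean of compound activation plus 3 SD, cut at about 130% in these data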;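 also: 0% = background luminescence of wells with medium and substrate only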
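Detection: reporter luminescence signal / Assay system: STAT1-lacking human U3A cells, STAT3 luciferase reporter / Incubation: compound pre-incubation 1 h before IL-6, then 6 h stimulation at 37 °C / Control set: IL-6-only high control / Read-out: % activation relative to IL-6 control / Probe or stimulus: Interleukin-6, 33 ng/mL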
STAT1 inh = inhibitors of IFN-gamma induced STAT1 signaling | NIH 3T3 STAT1-luciferase reporter, luminescence | inhibition, % at 5.5 µM | 200,000 compounds, 0.35% hits;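 active = inhibition above a set limit, the mean inhibition across all tested compounds plus 3 SD, cut at about 34% in these data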;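 also: 0% = IFN-gamma with DMSO and 100% = IFN-gamma with 300 µM nifuroxazide; values of inactives mirror those of a sister screen read the other way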
APP 5'UTR act = APP 5'UTR luciferase reporter activation; 190,000 compounds, 1% hits; activation, % at 2 µM; SH-SY5Y APP 5'UTR luciferase reporter, luminescence; zero percent = DMSO vehicle wells;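 active = activation above a set limit, based on mean plus 3 SD of controls, cut at about 140% in these data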; also: values of inactives mirror those of a sister screen read the other way
STAT3 blocker = STAT3 signaling inhibition; U3A cells, IL-6 STAT3-luciferase reporter, luminescence; host cell line lacks STAT1; inhibition, % at 5.5 µM; 190,000 compounds, 0.89% hits; AID 862;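 active = inhibition above the mean inhibition across all screened compounds plus 3 SD, cut at about 44% in these data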;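 also: 0% = DMSO only wells and 100% = 100 µM nifuroxazide control wells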
STAT1 act = increases IFN-gamma driven STAT1 reporter signal. NIH 3T3 STAT1-luciferase reporter, luminescence; 100% = IFN-gamma alone, no compound. activation (% of control), % at 5.5 µM. 200,000 compounds, 2.6% hits;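 active = activation above the screen-wide mean activation plus 3 SD, cut at about 130% in these data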;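 also: raw ratio to IFN-gamma control signal so 100% means no change and 0% no light; values of inactives mirror those of a sister screen read the other way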
ROMK primary = human ROMK K+ channel modulation, primary screen | P48048 | Tet-inducible ROMK, thallium flux fluorescence; actives lie on both sides | B-score at 10 µM | 130,000 compounds, 2% hits | AID 1918;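 active = signal ratio slope over the read window, or its plate-corrected B-score, at least 3 SD from the plate mean, either direction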;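 also: B-score of the F/F0 ratio slope over 7 to 12 s after thallium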
Target sequence (P48048 whole entry, looked up): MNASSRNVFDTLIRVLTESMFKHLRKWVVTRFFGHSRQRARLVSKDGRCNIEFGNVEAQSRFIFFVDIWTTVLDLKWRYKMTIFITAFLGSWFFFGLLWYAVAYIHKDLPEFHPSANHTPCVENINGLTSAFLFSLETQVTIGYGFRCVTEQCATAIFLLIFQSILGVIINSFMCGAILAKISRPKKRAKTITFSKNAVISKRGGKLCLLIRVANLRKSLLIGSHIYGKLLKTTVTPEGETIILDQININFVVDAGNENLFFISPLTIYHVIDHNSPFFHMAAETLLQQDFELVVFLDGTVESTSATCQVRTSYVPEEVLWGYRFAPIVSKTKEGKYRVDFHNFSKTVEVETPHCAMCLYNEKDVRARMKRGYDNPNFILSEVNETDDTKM
FLuc inh counter = inhibits firefly luciferase, flagging false hits in luciferase inhibition screens. P08659. ATPLite firefly luciferase biochemical luminescence, 10 min. inhibition, % at 10 µM. 200,000 compounds, 1.5% hits;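 active = inhibition above about 50% when tested at 10 µM, limit read from the data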
APP transl inh = APP translation inhibition; SH-SY5Y APP 5'UTR-luciferase reporter, luminescence; inhibition, % at 2 µM; 190,000 compounds, 0.82% hits;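 active = inhibition above a set limit, derived from the sample mean plus 3 SD, cut at about 45% in these data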; also: values of inactives mirror those of a sister screen read the other way
Numbers without * were called inactive; . = not tested or not shown.

nr	Structure	NF-kB expr up	FLuc act counter	STAT3 act	STAT1 inh	APP 5'UTR act
1	O=C(CNC(=S)NC(=O)c1cccc([N+](=O)[O-])c1)c1ccccc1	1.1	1	79	-1	-1
2	COc1ccc2c(c1OC)C(=O)N1C2SC[C@H]1C(=O)NC1CC(C)(C)NC(C)(C)C1 (some centres not stated)	1.1	1.1	105	2	1
3	Cc1nn(C)c(C)c1S(=O)(=O)N1CCCC(C(=O)NC2CCCCCC2)C1 (configuration not stated)	0.91	1.1	101	-2	-8
4	CCCCOC(=O)CSCC(=O)Nc1cc(C)on1	0.98	1.1	94	-1	-2
5	COc1ccc(NC(=O)C(OC)c2ccccc2)cc1Cl (configuration not stated)	1.1	1	96	-3	5
6	COc1ccc(-n2nc(C(=O)NCC(=O)Nc3ccccn3)c3ccccc3c2=O)cc1	1.1	1.1	95	8	2
7	O=C(Cc1ccsc1)NCC(c1ccco1)N1CCCCC1 (configuration not stated)	0.95	1.1	100	6	-1
8	COc1cccc(NC(=O)C2CC(=O)N=C(N)S2)c1 (configuration not stated)	1	1	101	3	-9
9	Cc1ccc(S(=O)(=O)/C(C#N)=C/c2ccccc2OCc2ccccc2)cc1	1.6	1.1	97	8	-9
10	CNCc1ccccc1Sc1cccc(O)c1	1.1	1.1	103	4	1
11	Cc1ccc(NC2=C(Cl)C(=O)OC2OC(=O)c2ccco2)cc1C (configuration not stated)	1.1	1	99	-1	2
12	COc1ccc(/C(C)=N/OCC(=O)Nc2nc3ccccc3s2)cc1OC	1.3	1	104	-10	-12

nr	STAT3 blocker	STAT1 act	ROMK primary	FLuc inh counter	APP transl inh
1	28	101	0.38	-2	1
2	-4	99	-0.28	-8	-1
3	-1	103	.	-5	8
4	9	101	.	-6	2
5	7	102	0.97	2	-5
6	10	92	.	-6	-2
7	4	93	-0.37	-8	1
8	2	97	.	-3	9
9	-2	93	.	-7	9
10	-1	97	.	-7	-1
11	4	101	0.091	-2	-2
12	-4	109	-0.41	-4	12

Reprinted from the part before: 3 compounds, then new ones.
nr	Structure	NF-kB expr up	FLuc act counter	STAT3 act	STAT1 inh	APP 5'UTR act
10	CNCc1ccccc1Sc1cccc(O)c1	1.1	1.1	103	4	1
11	Cc1ccc(NC2=C(Cl)C(=O)OC2OC(=O)c2ccco2)cc1C (configuration not stated)	1.1	1	99	-1	2
12	COc1ccc(/C(C)=N/OCC(=O)Nc2nc3ccccc3s2)cc1OC	1.3	1	104	-10	-12
13	Cn1c(=O)c2c(nc(NCc3ccco3)n2Cc2ccccc2Cl)n(C)c1=O	0.78	1	91	31	-20
14	CCOC(=O)c1cnc(-n2cc(C)cn2)nc1Nc1ccccc1OC	0.68	1.1	78	3	-18
15	CCN(CC)C(=O)c1cnn(-c2ccccc2)c1NC(=O)c1ccco1	1.4	1	98	3	3
16	CC1CCN(CCCn2c(=S)[nH]c3c(sc4ccccc43)c2=O)CC1	1.4	0.7	97	-7	24
17	O=C(NC1CCCCC1)C1CCCN1S(=O)(=O)c1cccc2nsnc12 (configuration not stated)	1.1	1	102	-3	13
18	CCOC(=O)c1c(C)[nH]c(C)c1C(=O)CSc1nc2ccccc2c(=O)n1-c1ccc(C)cc1	0.77	1	110	12	-29
19	COC(=O)c1cc2ccccc2c(-c2c(OC)c(C(=O)OC)cc3ccccc23)c1OC	1	1.1	95	5	15
20	COc1ccccc1-c1ccc(Nc2cccc(C(F)(F)F)c2)nn1	1	0.9	95	-20	11
21	CCCCCC(=O)NNC(=O)Nc1ccccc1	1.1	1	91	9	-5
22	C=CC[n+]1ccc2ccccc2c1C	1.2	1	96	0	-6
23	O=C(CCn1c(=O)c2ccccc2n(Cc2ccccc2)c1=O)NCc1ccc2c(c1)OCO2	0.81	1	95	1	-14
24	COc1ccc(C2CC(=O)C3=C(C2)Nc2ccccc2N(C(C)=O)C3c2ccco2)cc1 (configuration not stated)	0.93	1	100	-1	3

nr	STAT3 blocker	STAT1 act	ROMK primary	FLuc inh counter	APP transl inh
10	-1	97	.	-7	-1
11	4	101	0.091	-2	-2
12	-4	109	-0.41	-4	12
13	16	72	0.22	-1	20
14	31	97	.	-8	18
15	0	97	0.52	0	-3
16	5	106	0.83	26	-24
17	-2	103	.	-1	-13
18	-14	89	-0.49	-3	30
19	8	95	.	-7	-15
20	10	105	1.2	12	-11
21	6	92	.	-4	5
22	10	98	0.88	-4	6
23	12	99	1.1	-4	14
24	3	101	.	-4	-3

nr	Structure	NF-kB expr up	FLuc act counter	STAT3 act	STAT1 inh	APP 5'UTR act
25	C=CCC(C(=O)OC)(C(=O)OC)c1ccccc1[N+](=O)[O-]	0.88	1.1	100	-3	23
26	Cn1c(C(=O)NCC2CCCO2)cc2c(=O)n(C)c3ccccc3c21 (configuration not stated)	1.1	1	95	4	-3
27	NS(=O)(=O)c1ccc(CNC(=O)CCSCCC(=O)NCc2ccc(S(N)(=O)=O)cc2)cc1	0.97	1	101	1	-1
28	COc1ccc(-c2cn3c(C)c(C(=O)Nc4cc(NC(C)=O)ccc4OC)sc3n2)cc1	0.62	1	90	9	-24
29	CC1CCN(C(=O)CCNC(=O)Cn2cnc3sc4c(c3c2=O)CCCC4)CC1	1.1	1	101	-3	.
30	CCOC(=O)C(=CNc1cccc(C)n1)C(=O)OCC	0.91	1	92	43*	-2
31	COc1cccc(/C=N/N=C(\N)c2nonc2N)c1O	1.9	0.8	85	-28	30
32	C=CCNC(=O)CCCOc1cc(C)ccc1C	0.99	1	102	-2	-30
33	Cc1nn(-c2ccc(F)cc2)c(Cl)c1/C=C(\CCC(=O)O)c1nc2ccccc2s1	1.1	1.1	102	1	11
34	COC(=O)Cc1csc(Nc2ccc(F)c(Cl)c2)n1	1.1	1	94	-10	3
35	Cn1c(CCC(=O)OCC(=O)NCc2ccc3c(c2)OCO3)nc(=O)c2ccccc21	1.2	1	97	0	-2
36	CC(=O)c1ccc(NC(=O)c2ccc3c(Cl)c4c(nc3c2)CCCC4)cc1	1.1	1	97	-14	22

nr	STAT3 blocker	STAT1 act	ROMK primary	FLuc inh counter	APP transl inh
25	7	102	0.93	-8	-23
26	6	97	.	-4	3
27	0	98	0.46	-3	1
28	15	92	-0.46	-2	24
29	-2	100	-0.064	-1	.
30	15	61	0.018	2	2
31	21	124	0.34	18	-30
32	0	102	.	-4	30
33	1	99	.	-5	-11
34	15	108	0.021	1	-3
35	8	100	0.54	-3	2
36	8	113	0.78	-5	-22

The closing 4 compounds of the part above are carried over, then new ones follow:
nr	Structure	NF-kB expr up	FLuc act counter	STAT3 act	STAT1 inh	APP 5'UTR act
33	Cc1nn(-c2ccc(F)cc2)c(Cl)c1/C=C(\CCC(=O)O)c1nc2ccccc2s1	1.1	1.1	102	1	11
34	COC(=O)Cc1csc(Nc2ccc(F)c(Cl)c2)n1	1.1	1	94	-10	3
35	Cn1c(CCC(=O)OCC(=O)NCc2ccc3c(c2)OCO3)nc(=O)c2ccccc21	1.2	1	97	0	-2
36	CC(=O)c1ccc(NC(=O)c2ccc3c(Cl)c4c(nc3c2)CCCC4)cc1	1.1	1	97	-14	22
37	CCc1cc(=O)oc2cc(C)cc(OC(=O)c3ccco3)c12	1	1	103	-1	-2
38	O=C(O)C1C2CCC(C2)C1C(=O)Nc1cc(F)ccc1F (configuration not stated)	1	1	89	8	4
39	CCc1ccc(S(=O)(=O)NC(CC(=O)O)c2ccccc2)cc1 (configuration not stated)	1.2	1	96	6	-1
40	C#CCOCCOCCOCCNc1nc(N2CCN(C(=O)[C@H](CCC(=O)O)n3cc(C(N)CC(C)C)nn3)CC2)nc(N2CCN(C(=O)[C@H](Cc3ccc(O)cc3)n3cc(C(N)CC(C)C)nn3)CC2)n1 (some centres not stated)	1.3	1	.	5	-1
41	CCc1ncc(C(O)c2cccc(OC)c2OC)n1C (configuration not stated)	1.1	1.1	105	1	17
42	CN(C)c1ccc(/C=N/c2cc(-c3ccccc3)nn2-c2ccccc2)cc1	2.6	1	89	-19	-7
43	CCOCN(C(=O)Cn1c(COC)nc2ccccc21)c1c(C)cccc1CC	0.87	1	99	4	7
44	Cc1ccccc1C(=NCCCN(C)C)c1ccccc1C	1.1	1.1	99	3	15
45	COc1ccccc1N1CCN(C(=O)c2ccc(S(=O)(=O)N3CCCCCC3)cc2)CC1	0.68	1.1	91	4	26
46	Cc1ccn2c(NC3CCCC3)c(-c3ccncc3)nc2c1	0.89	1	100	9	15
47	CCn1c(-c2ccccc2O)n[nH]c1=S	1.3	1	101	6	7
48	O=C(CNC(c1ccccc1)c1ccccc1)Nc1ccccc1-c1ccccc1	1.2	1.1	107	-9	10

nr	STAT3 blocker	STAT1 act	ROMK primary	FLuc inh counter	APP transl inh
33	1	99	.	-5	-11
34	15	108	0.021	1	-3
35	8	100	0.54	-3	2
36	8	113	0.78	-5	-22
37	-2	102	-0.65	-1	2
38	16	92	.	-3	-4
39	9	94	0.54	0	1
40	.	96	.	2	1
41	-4	99	0.03	-6	-17
42	19	117	.	0	7
43	7	96	0.59	-4	-7
44	-1	98	-0.85	-10	-15
45	14	96	.	-6	-26
46	1	91	0.0064	0	-15
47	9	95	.	3	-7
48	-10	108	.	-9	-10

nr	Structure	NF-kB expr up	FLuc act counter	STAT3 act	STAT1 inh	APP 5'UTR act
49	CCCCC1(CCCC)NC(=S)N(Nc2ccc(C)cc2)C1=O	0.99	1	105	-9	6
50	COC(=O)[C@@H]1CCCN1C(=O)CCc1nnc(CCC2CCCCC2)o1	2.6	1	101	-42	55
51	COc1ccc(OC)c(/C=N/c2c(-c3ccc(O)c(OC)c3)nc3ccccn23)c1	1.2	1	106	-8	6
52	Cc1ccc(NC(=O)c2c(O)c3ccccc3n(C)c2=O)nc1	2	0.9	135*	5	38
53	CCOc1ccc(S(=O)(=O)Nc2ccccc2SC)cc1	0.97	1	105	10	-3
54	CCn1c(COc2ccc(C)cc2)nnc1SCc1ccc(C#N)cc1	1	1.1	90	-1	-9
55	CCCCCCNc1cc2n(c(=O)n1)CCc1cc(OC)c(OC)cc1-2	0.48	1.1	101	1	31
56	COc1ccc(C)cc1NC(=O)C1CC(=O)OC12CCCCC2 (configuration not stated)	1.2	1	102	2	4
57	CCn1cc(C(=O)N2CCc3ccccc32)c(=O)c2cc(S(=O)(=O)N3CCCC3)ccc21	1.1	1.1	133*	2	-1
58	O=C(O)Cc1ccc(C(=O)c2ccc(Cl)cc2)s1	1	0.9	101	9	18

nr	STAT3 blocker	STAT1 act	ROMK primary	FLuc inh counter	APP transl inh
49	-9	108	0.12	-1	-6
50	4	139*	-0.0029	0	-55
51	6	107	-0.16	3	-6
52	-33	96	.	12	-38
53	-2	91	.	-5	3
54	16	101	.	-8	9
55	3	99	-1.5	-5	-31
56	-2	99	0.96	-4	-4
57	-26	99	-0.68	-6	1
58	0	91	.	6	-18
